# E coli Lon inh = inhibitors of E. coli Lon protease, primary screen, biochemical, fluorescence polarization. P0A9M0. purified E. coli Lon protease. inhibition, % at 7.94 µM. 360,000 tested, 0.42% active. AID 602123, 2011; in the data active = inhibition above about 13%, passing the limit was not always enough;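 also: 0% = enzyme with probe and DMSO and 100% = no enzyme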
# STEP block = STEP phosphatase inhibitors, primary screen, biochemical, fluorescence intensity, uHTS; recombinant STEP, OMFP fluorogenic substrate; 360,000 tested, 0.25% active; Tyrosine-protein phosphatase non-receptor type 5 (Homo sapiens), P54829; inhibition, % at 20 µM;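 active = inhibition at 20 µM, scaled per plate between control wells, above about 37%, limit read from the data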;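 also: 0% = DMSO with enzyme and substrate and 100% = substrate only without enzyme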
#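 material = STEP tyrosine phosphatase | reagent = fluorogenic phosphatase substrate OMFP at 25 µM final | doses = single compound dose of 20 µM, 1% DMSO final | schedule = 20 min reaction, room temperature, in the dark | measured by = fluorescence, 480/540 nm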
# SUMO1 PPI mod = modulators of SUMO1 protein-protein interactions, primary screen, biochemical, uHTS; Small ubiquitin-related modifier 1 (Homo sapiens), P63165; SUMO1 binding to a labelled peptide, TR-FRET, 1 h; inhibition, % at 20 µM; 360,000 tested, 0.33% active; AID 602429, 2012; in the data active = inhibition above about 37%
# Target sequence (P63165 whole entry, looked up): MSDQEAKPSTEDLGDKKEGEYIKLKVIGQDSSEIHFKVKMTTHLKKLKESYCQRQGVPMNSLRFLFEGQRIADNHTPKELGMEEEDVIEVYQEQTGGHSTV
# MsrA inh = bovine MsrA enzyme inhibitors, primary screen, biochemical, absorbance, HTS | Methionine sulfoxide reductase A (Bos taurus) | purified bovine MsrA, absorbance read-out | inhibition, % at 15.5 µM | 360,000 tested, 0.75% active; in the data active = inhibition above about 4.5%;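 also: 0% = vehicle wells with enzyme and 100% = reference inhibitor wells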
# Scp1 inh = Scp-1 phosphatase inhibitors, primary screen, biochemical, colorimetric, uHTS; Carboxy-terminal domain RNA polymerase II polypeptide A small phosphatase 1 (Homo …; Recombinant Scp1, phosphopeptide, malachite green phosphate absorbance; inhibition, % at 20 µM; 340,000 tested, 0.88% active;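 active = inhibition above about 50% at 20 µM, limit read from the data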;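 also: plate controls were DMSO wells with enzyme for no effect and wells lacking enzyme for full effect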
#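 Test system: SCP-1 catalytic domain; Buffer or medium: Acidic Tris acetate buffer with magnesium and detergent; Also added: Phosphorylated 17-residue peptide substrate; Compound: single 20 µM dose, 1% DMSO; Schedule: enzyme reaction 45 min at room temperature, colour 5 min, stabilisation 30 min; Signal: Phosphate-binding colour reagent, absorbance read at 630 nm.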
# NRP1-CendR mod = modulators of CendR peptide binding to NRP-1, primary screen, biochemical, fluorescence polarization, uHTS; FAM-RPARPAR peptide binding to NRP-1; inhibition, % at 25 µM; 360,000 tested, 0.85% active;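 active = inhibition or corrected inhibition above about 18%, plus a signal ratio from 0.5 to 1.5, limit read from the data, passing the limit was not always enough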; also: strong numbers were not always called active
# Target sequence (O14786 whole entry, looked up): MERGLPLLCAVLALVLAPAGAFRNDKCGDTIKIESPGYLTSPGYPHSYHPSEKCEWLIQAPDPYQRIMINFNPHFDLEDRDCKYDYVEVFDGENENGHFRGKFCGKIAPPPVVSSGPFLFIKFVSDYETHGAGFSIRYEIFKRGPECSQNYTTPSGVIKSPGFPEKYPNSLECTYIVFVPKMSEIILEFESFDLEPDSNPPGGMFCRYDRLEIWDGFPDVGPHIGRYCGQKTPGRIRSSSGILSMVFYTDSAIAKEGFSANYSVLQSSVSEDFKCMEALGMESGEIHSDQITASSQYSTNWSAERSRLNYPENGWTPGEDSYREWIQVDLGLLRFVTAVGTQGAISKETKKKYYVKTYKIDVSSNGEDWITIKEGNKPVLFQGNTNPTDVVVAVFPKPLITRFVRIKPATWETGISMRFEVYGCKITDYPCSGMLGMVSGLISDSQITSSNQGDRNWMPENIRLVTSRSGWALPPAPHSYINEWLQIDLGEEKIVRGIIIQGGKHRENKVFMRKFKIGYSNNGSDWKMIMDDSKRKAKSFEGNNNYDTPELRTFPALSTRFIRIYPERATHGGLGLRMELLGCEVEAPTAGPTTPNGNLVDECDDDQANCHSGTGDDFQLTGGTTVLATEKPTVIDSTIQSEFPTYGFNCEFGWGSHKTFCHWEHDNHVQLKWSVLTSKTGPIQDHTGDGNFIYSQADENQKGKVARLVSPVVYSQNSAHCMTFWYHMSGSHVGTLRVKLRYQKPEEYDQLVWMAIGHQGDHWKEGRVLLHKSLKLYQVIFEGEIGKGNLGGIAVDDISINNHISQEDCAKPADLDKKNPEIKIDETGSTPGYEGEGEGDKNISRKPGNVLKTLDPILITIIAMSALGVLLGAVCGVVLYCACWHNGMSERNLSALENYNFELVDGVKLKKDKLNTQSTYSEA
# MsrA act = bovine MsrA enzyme activators, primary screen, biochemical, absorbance, HTS; purified bovine MsrA, absorbance read-out; activation, % at 10.6 µM; Methionine sulfoxide reductase A (Bos taurus); 360,000 tested, 0.3% active; in the data active = activation above about 7.5%;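 also: 0% = vehicle and 100% = reference activator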
# TbMetRS inhib = T. brucei MetRS inhibitors, primary screen, biochemical, luminescence; AID 624268, 2012; inhibition, % at 11.9 µM; 360,000 tested, 0.4% active; purified T. brucei MetRS, ATP depletion, Kinase-Glo luminescence;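 active = inhibition above a per-plate cutoff of the control wells' mean inhibition plus 3 SD, cut at about 5.5% in these data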;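 also: 0% = DMSO wells median and 100% = median of wells with control inhibitor compound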
#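 technique = Kinase-Glo luminescence, ATP depletion format | system = purified MetRS (methionyl-tRNA synthetase) enzyme from Trypanosoma brucei | timing = 15 min preincubation, 2 h reaction, all 25 °C | evaluation = percent inhibition versus plate control medians | dosing = single dose, 11.9 µM final nominal, 0.9% final DMSO | also added = substrates ATP, L-methionine and bulk Escherichia coli tRNA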
# LMPTP block = LMPTP phosphatase inhibitors, primary screen, biochemical, fluorescence intensity, uHTS | recombinant LMPTP-A, OMFP fluorogenic substrate | 360,000 tested, 0.22% active | AID 651560, 2012 | Low molecular weight phosphotyrosine protein phosphatase (Homo sapiens), P24666 | inhibition, % at 20 µM;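 active = compounds that cut the enzyme signal by at least half of the control window in the single-dose screen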;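 also: plate controls were DMSO wells with enzyme plus substrate for no effect and substrate without enzyme for full effect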
#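 Buffer or medium: Bis-Tris pH 6.0, DTT, detergent; Assay system: LMPTP-A enzyme; Quantity: 0.625 nM enzyme; Detection: endpoint fluorescence intensity; Times: 50 min dark incubation at room temperature; Controls: substrate-only low control, DMSO enzyme-plus-substrate high control; Doses: single 20 µM dose; Read-out: percent inhibition versus substrate-only and uninhibited controls; Reagent: 400 µM OMFP.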
# DNMT1 inh = human DNMT1 methyltransferase inhibitors, primary screen, biochemical, molecular beacon, fluorescence, HinP1I cleavage, uHTS; DNA (cytosine-5)-methyltransferase 1 (Homo sapiens), P26358; inhibition (reported as % activation of signal), % at 10 µM; 360,000 tested, 0.83% active; in the data active = inhibition above about 50%
# * marks the source's active call; other numbers are inactive results; / = not tested or not shown.
SMILES,E coli Lon inh,STEP block,SUMO1 PPI mod,MsrA inh,Scp1 inh,NRP1-CendR mod,MsrA act,TbMetRS inhib,LMPTP block,DNMT1 inh
Cc1ccc(C(=O)NCC(=O)N2CCCCCCC2)cc1,8,-1,-66,1.1,-12,-12,-6,-0.5,-7.2,-16
COc1cccc(NC(=O)CN(C)C(=O)c2ccc3c(c2)CC(c2ccccc2)OC3=O)c1 (stereo unspecified),-13,-1,4,0.9,-5,-4,-4,-0.2,2.0,4
O=C1CSC(=S)N1/N=C/c1ccc(O)c(O)c1O,7,15,10,/,53*,-42,-7,0.4,65*,4
Cc1cccc(C)c1OCc1cc(C(=O)N2CCCC2c2nonc2C)no1 (stereo unspecified),3,-1,0,0.5,0,8,-8,-0.5,0.8,2
Cn1c(SCC(=O)NC2CCS(=O)(=O)C2)nnc1-c1ccco1 (stereo unspecified),8,1,-3,2.3,-4,7,-2,-0.3,-1.3,4
Cc1cc(C(=O)Nc2ccc3c(c2)CCC3)ccc1[N+](=O)[O-],7,2,-4,0.9,-15,-8,-2,-0.3,1.9,78*
CCn1c(C(=O)N2CCC(C(=O)N3CCN(c4ccccn4)CC3)CC2)cc2sccc21,-2,-1,5,-0.8,-11,2,-3,0.0,-0.6,0
CC1CCCN(C(=O)c2cc3c(=O)n4ccccc4nc3s2)C1 (stereo unspecified),-5,3,-26,1.5,1,-2,-3,0.1,-0.1,2
CCN(CC(=O)Nc1ccccc1OC)C(=O)CCc1ccccc1,-8,1,40*,-0.8,-6,12,0,0.1,-0.1,1
COc1ccccc1C(OC(=O)c1cccs1)C(=O)NCc1ccco1 (stereo unspecified),-4,-2,9,1.3,-2,-13,-2,-0.1,1.3,-9
Cc1ccc(N(Cc2cc(=O)[nH]c3ccccc23)C(=O)C(C)C)cc1,-1,-1,5,1.4,2,0,-10,-1.1,5.9,8
CCOC(=O)c1c(-c2ccccc2)nc2ccccn12,1,-1,2,0.7,-4,9,-1,-0.3,-0.2,3
N#C/C(=C(/O)c1cccs1)c1nnc2n1CCCCC2,-2,3,3,1.7,-9,10,3,-0.2,-2.1,0
O=S1(=O)c2ccc(Br)cc2OC(COCc2ccccc2)CN1Cc1ccccc1 (stereo unspecified),-8,4,-2,-0.3,-14,12,-2,-0.5,1.4,4
COc1cccc(/C=C/c2ccc3ccccc3n2)c1OC(C)=O,-9,3,-16,2.8,9,-2,-7,-0.3,0.9,-4
CCN1CCCC1CNC(=O)c1cc2c(-c3cccc(OC)c3)nn(C)c2s1 (stereo unspecified),-3,-2,2,1.6,-7,-7,-3,-0.1,1.6,5
COc1ccccc1-c1nnc(-c2ccc(C)cc2)o1,-6,-1,2,-0.1,8,-2,-1,1.9,0.5,-4
Cc1nnc(SCC(=O)N(C2CCCCC2)C2CCS(=O)(=O)C2)n1N (stereo unspecified),-6,0,0,0.1,1,23,-7,-0.2,-0.5,2
O=C(NCc1ccccc1)C1=C[C@@H](c2csc3ccccc23)C[C@@H](OCc2ccc(CO)cc2)O1,-10,2,0,-0.4,-5,-15,-10,-0.3,3.5,-9
CC1(C)Cc2ccccc2-c2nnnn21,6,-4,10,0.0,-7,3,-2,0.4,-0.6,0
Cc1oc2ccccc2c1-c1cn2c(n1)SCC2,-8,-2,-9,1.2,-1,-1,-5,-0.5,-0.2,-6
O=C(Cn1nnc(-c2ccccc2Cl)n1)N/N=C/c1ccc2c(c1)OCO2,-8,-2,2,-0.1,-8,5,-14,-1.1,0.2,-2
O=C(C1=C[C@H](c2ccc3c(c2)OCO3)C[C@H](OCCCCO)O1)N1CCN(Cc2ccc3c(c2)OCO3)CC1,-1,-2,8,-0.1,-6,10,-2,0.6,0.6,-6
CC1(C)CC(=O)C(C2C3=C(CC(C)(C)CC3=O)Oc3c(Br)cc(Br)cc32)=C(O)C1 (stereo unspecified),-6,0,35,-0.7,-12,13,0,-0.1,1.5,2
O=C(COC(=O)c1n[nH]c2ccccc12)c1cccc(Br)c1,-12,0,5,-1.0,-9,-10,-5,0.1,4.5,-5

# As entered above.
# Entry for Cc1cccc(C)c1OCc1cc(C(=O)N2CCCC2c2nonc2C)no1 (stereo unspecified) under MsrA act: -8
# Entry for Cn1c(SCC(=O)NC2CCS(=O)(=O)C2)nnc1-c1ccco1 (stereo unspecified) under E coli Lon inh: 8

# Additional records
SMILES,E coli Lon inh,STEP block,SUMO1 PPI mod,MsrA inh,Scp1 inh,NRP1-CendR mod,MsrA act,TbMetRS inhib,LMPTP block,DNMT1 inh
CCCCN(Cc1nc2ccccc2c(=O)[nH]1)C(=O)c1nn(C)c(=O)c2ccccc12,16,-1,-5,-0.6,-1,-3,-1,-0.4,-0.6,1
Fc1ccccc1NC(=S)NN(Cc1ccccc1)c1ccccc1,-4,0,3,-0.7,-8,10,-2,0.0,1.6,-3
COc1ccccc1NC(=O)CCN1CC(C)OC(C)C1 (stereo unspecified),0,-4,-1,0.0,-5,-7,1,-0.6,-1.5,2
COc1ccccc1NC(=O)C1=C(C)NC(SCC(=O)Nc2ccc(C(=O)O)cc2)=C(C#N)C1c1cccs1 (stereo unspecified),-2,2,7,-0.1,-12,-5,-3,0.3,-2.9,1
O=C(CCC1CCCCC1)Nc1ncn[nH]1,4,0,4,-0.9,-8,-2,-1,0.5,-1.6,5
CSCCC(C(=O)Nc1c(C)cccc1C)N1CCC(Cc2ccccc2)CC1 (stereo unspecified),-5,-1,1,-1.0,/,2,-8,-1.2,1.8,5
CCCCC(=O)OCCNC(=O)c1cc2ccccc2oc1=O,2,-1,-9,1.5,1,-1,-11,-1.7,0.1,5
COn1c(=O)c(-c2ccc(C)cc2)[n+]([O-])c2ccccc21,2,0,-28,1.7,-4,-4,-1,-0.9,0.0,-3
O=C(NCc1ccco1)c1ccc2sc([C@@H]3O[C@H](CO)[C@H](O)[C@H](O)[C@H]3O)nc2c1,4,-2,1,0.6,/,-12,-2,-0.2,-1.2,10
CC1CCC(NC(=O)CC(NC(N)=O)c2ccccc2Cl)CC1 (stereo unspecified),0,3,3,0.1,-2,15,-1,-0.4,-0.1,2
COc1ccc(CC(=O)N2CCN(S(=O)(=O)c3ccc(Cl)s3)CC2)cc1,3,3,1,-0.8,-10,7,-7,-0.4,-0.8,5
O=c1c2ccccc2nnn1Cc1ccc(Br)cc1,0,-2,-7,-0.4,-20,-4,-5,0.4,0.1,-6
Cc1cc(NC(=O)CCC(=O)N(CC(=O)NC2CCCC2)c2ccc(Cl)c(Cl)c2)no1,-1,1,-3,-0.8,2,-9,-4,-0.8,-0.9,4
CCC(C)(C)NC(=O)c1ccccc1Oc1ccccc1,9,-3,-1,0.0,-2,14,-2,0.0,0.9,0
CCOc1cc(NC(=S)NCCCOC)c(OCC)cc1NC(=O)c1cccs1,4,24,2,0.7,2,-4,0,-0.2,-1.4,20
CCSc1ccccc1C(=O)N1CCN(c2ccc([N+](=O)[O-])cc2)CC1,-3,0,-18,0.3,5,4,-6,2.7,1.2,-3
COC(=O)c1cc2ccsc2n1CC(=O)N(C)c1ccccc1,-6,-2,-2,-0.5,-8,4,-3,-0.4,-1.2,2
N#C/C(=C\c1ccc[nH]1)C(=O)N1CCCCC1,2,2,-9,4.0,8,0,-4,0.8,4.0,2
CC(C)Cn1c(SCC(=O)N2CCN(S(=O)(=O)c3ccccc3)CC2)nc2ccccc21,7,5,-4,0.4,5,5,1,-0.6,2.1,-3
CCOC(=O)CN1CC23C=CC(O2)C(C(=O)NC2CCCCC2)C3C1=O (stereo unspecified),5,0,3,-1.2,-9,7,-1,0.0,-1.3,5
O=C(Nc1cccnc1)c1cc(-c2cccc(Br)c2)nc2ccccc12,-6,0,-4,2.5,-5,7,-6,-0.2,3.3,-6
CNC(=O)c1ccc2cc(OC)c(OC)cc2c1,-18,0,1,1.5,/,5,-2,-0.2,-0.8,-4

# 3 entries already listed, arranged by their value in MsrA act, descending:
SMILES,E coli Lon inh,STEP block,SUMO1 PPI mod,MsrA inh,Scp1 inh,NRP1-CendR mod,MsrA act,TbMetRS inhib,LMPTP block,DNMT1 inh
COC(=O)c1cc2ccsc2n1CC(=O)N(C)c1ccccc1,-6,-2,-2,-0.5,-8,4,-3,-0.4,-1.2,2
CCSc1ccccc1C(=O)N1CCN(c2ccc([N+](=O)[O-])cc2)CC1,-3,0,-18,0.3,5,4,-6,2.7,1.2,-3
CSCCC(C(=O)Nc1c(C)cccc1C)N1CCC(Cc2ccccc2)CC1 (stereo unspecified),-5,-1,1,-1.0,/,2,-8,-1.2,1.8,5

# An excerpt of these results, with values under each structure:
# Order of results: E coli Lon inh	STEP block	SUMO1 PPI mod	MsrA inh	Scp1 inh	NRP1-CendR mod	MsrA act	TbMetRS inhib	LMPTP block	DNMT1 inh
> O=C(NCc1ccco1)c1ccc2sc([C@@H]3O[C@H](CO)[C@H](O)[C@H](O)[C@H]3O)nc2c1
→ 4	-2	1	0.6	/	-12	-2	-0.2	-1.2	10
> CC1CCC(NC(=O)CC(NC(N)=O)c2ccccc2Cl)CC1 (stereo unspecified)
→ 0	3	3	0.1	-2	15	-1	-0.4	-0.1	2

# Source: PubChem BioAssay
